a7 integrin act: integrin-mediated muscular dystrophy alleviation activation; Potency, µM (series often up to 38.3 µM), for inactives: at the highest dose activation, usual class: activators; alpha7betagal myoblasts, beta-gal FDG fluorescence, 48 h; actives 0.064% (n = 350,000);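 further: potency means the concentration at half of the fitted maximal effect; 100% = response of the positive control SU9516; nearly all actives have a fitted effect of over 60% in size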
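Alpha7betagal+/- myoblasts (passage 13) were plated 16-24 hr, then exposed to compounds (1:260 dilution of DMSO stock) for 48 hours at 37C. After MPER lysis, β-galactosidase reporter activity was read as FDG fluorescence (ex 480/em 540) after 30 minutes.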
BCR signal inh: blocks chronic active B-cell receptor signaling; ABC-DLBCL IkBa-CBG/CBR reporter, luminescence ratio, 4 h; actives 0.05% (n = 340,000); Potency, µM (highest dose often 46.1 µM), for the others: at the highest dose ratio change, negative = lower green/red ratio, usual class: inhibitors; active means well fitted inhibition curve with a large enough effect in the signal ratio, with a control signal flat, not every such curve was filed as active; inconclusive means small, poorly fitted or top-dose-only effect, or effect the other way, or a change in a side signal; the % refers to the signal ratio;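 further: potency means the concentration at half of the fitted maximal effect; plate controls were basal doxycycline-induced cells for no effect and cells given 10 µM MG132 for full effect; MG132 reads +100%, hits lower the ratio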
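TMD8 ABC-DLBCL cells carrying doxycycline-inducible green luciferase fused to IkappaBalpha plus unfused red luciferase were exposed to compounds (up to 46 uM) for 4 hrs at 37C. Activity came from the overlap-corrected green/red luminescence ratio.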
PKM2 activator: PKM2 (human) enzyme activation; P14618; purified PKM2, Kinase-Glo ATP luminescence, activation; response scale: 0% is enzyme alone, no compound; Potency, µM (titrated, usually from 57.5 µM), without a hit: at the top dose activation, actives largely listed as activators; actives 0.34% (n = 260,000); AID 1631; further: potency means the concentration at half of the fitted maximal effect; on the % scale 0 is the no-effect control and ±100 the full control effect; nearly all actives have a fitted effect of over 55% in size
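Kinase-Glo luminescence reports ATP generated from ADP (0.1 mM) and PEP (0.5 mM) by purified hPK-M2 after 1 h at room temperature, pH 7.2 imidazole buffer; intermediate enzyme activity allows detecting inhibitors and activators.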
Menin MLL FP TR: menin-MLL binding inhibition, Texas Red mutant peptide; Menin + Texas Red MLL mutant peptide, fluorescence polarization; Potency, µM (highest dose often 61.6 µM), inactives show top-dose FP activity change, negative = inhibition, most hits filed as inhibitors; actives 0.23% (n = 270,000); active means well fitted inhibition curve with a large enough effect in the polarisation, with a control signal flat, not every such curve was filed as active; inconclusive means small, poorly fitted or top-dose-only effect, or effect the other way, or a change in a side signal; inactive means no such curve, though single readings can be large or run the other way; the % refers to the polarisation; further: potency means the concentration at half of the fitted maximal effect; % of control where 0% means no effect; many of its hits are not listed in these tables
Target sequence (O00255 whole entry, looked up): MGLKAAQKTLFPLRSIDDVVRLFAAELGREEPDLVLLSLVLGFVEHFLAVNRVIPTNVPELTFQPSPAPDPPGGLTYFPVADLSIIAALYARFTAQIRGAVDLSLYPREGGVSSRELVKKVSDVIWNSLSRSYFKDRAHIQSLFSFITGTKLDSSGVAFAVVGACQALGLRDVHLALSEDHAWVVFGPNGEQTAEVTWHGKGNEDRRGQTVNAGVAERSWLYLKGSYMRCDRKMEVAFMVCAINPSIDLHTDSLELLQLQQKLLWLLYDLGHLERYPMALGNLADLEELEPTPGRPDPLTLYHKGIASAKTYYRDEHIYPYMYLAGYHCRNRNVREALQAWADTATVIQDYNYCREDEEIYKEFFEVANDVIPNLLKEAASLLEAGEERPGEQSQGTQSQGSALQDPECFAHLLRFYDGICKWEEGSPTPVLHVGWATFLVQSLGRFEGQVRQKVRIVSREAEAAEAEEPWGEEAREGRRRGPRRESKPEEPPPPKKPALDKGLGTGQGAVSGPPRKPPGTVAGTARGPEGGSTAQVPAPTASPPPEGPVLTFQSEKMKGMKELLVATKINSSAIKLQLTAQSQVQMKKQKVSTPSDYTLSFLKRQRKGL
TSG101-PTAP inh: blocks PTAP/TSG101 interaction to inhibit HIV-1 budding | Q99816 | Potency, µM (doses to about 115 µM), without a hit: at the top dose activity change, negative = inhibition, most hits filed as inhibitors | AID 493005 | 340,000 tested, under 10 active | Fluorescence polarization, FITC-PTAP peptide / Tsg101 binding; active means well fitted inhibition curve with a large enough effect in the main read-out, with a control signal flat, not every such curve was filed as active; inconclusive means small, poorly fitted or top-dose-only effect, or effect the other way, or a change in a side signal; inactive means no such curve, though single readings can be large or run the other way; further: potency means the concentration at half of the fitted maximal effect; % of control where 0% means no effect
Target sequence (Q99816 whole entry, looked up): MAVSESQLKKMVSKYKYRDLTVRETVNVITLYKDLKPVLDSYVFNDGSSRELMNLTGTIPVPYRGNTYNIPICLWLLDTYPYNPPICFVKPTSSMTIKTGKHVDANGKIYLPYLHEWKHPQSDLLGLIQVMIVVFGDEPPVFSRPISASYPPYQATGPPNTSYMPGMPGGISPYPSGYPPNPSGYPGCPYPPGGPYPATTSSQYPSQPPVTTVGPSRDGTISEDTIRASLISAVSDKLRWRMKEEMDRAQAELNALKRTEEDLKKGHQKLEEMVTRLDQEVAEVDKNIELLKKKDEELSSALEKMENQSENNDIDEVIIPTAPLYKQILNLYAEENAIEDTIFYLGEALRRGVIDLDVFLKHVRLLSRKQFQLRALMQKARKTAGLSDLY
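Fluorescence polarization binding of Tsg101 binding domain (10 uM final) to FITC-labeled PTAP peptide (50 nM final) in HEPES pH 7.5 buffer with NaCl, Tween 20, EDTA, TCEP. Compounds added before peptide; binding 20 min at RT.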
S-ASM inh: blocks human secretory acid sphingomyelinase | Potency, µM (highest dose often 57.5 µM), for inactives: at the highest dose activity change, negative = inhibition, most hits filed as inhibitors | placental ASM, HMU-PC fluorogenic substrate, 60 min | AID 504937 | P17405 | actives 0.006% (n = 340,000); further: potency means the concentration at half of the fitted maximal effect
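HMU-PC0 cleavage (9 uM final) by human placental ASM, 60 min at 37 °C following 10 min compound exposure at RT; stopped at pH 10, fluorescence Ex 386/Em 447 nm.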
Coupling enz: inhibits coupling enzyme system, counter-screen for aldolase hits; coupling enzyme system counterscreen, AmpLite Red fluorescence; activity change, negative = inhibition, % at 58.2 µM, hits read low; actives 0.67% (n = 290,000); AID 2472; in the data active means activity change below about -30%; further: on the % scale 0 is the no-effect control and ±100 the full control effect
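Counterscreen of the coupled detection system alone, without aldolase: glyceraldehyde-3-phosphate coupling enzymes plus AmpLite Red readout. Compounds at 57.5 uM final, 10 min RT preincubation, 20 min RT reaction, fluorescence 525/598 nm.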
B2AR arrestin: recruits beta-arrestin to the human beta2-adrenergic receptor; actives 0.02% (n = 330,000); AID 492947; Potency, µM (doses to about 46.1 µM), for inactives: at the highest dose activation, usual class: activators; beta-arrestin recruitment to beta2AR, cell-based reporter;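 further: potency means the concentration at half of the fitted maximal effect; 0% = DMSO controls and full agonism = EC100 isoproterenol or metaproterenol; nearly all actives have a fitted effect of over 65% in size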
Giardia kill: Giardia lamblia killing | Giardia lamblia trophozoite viability | activity change, % at 7.66 µM, hits read low | actives 0.15% (n = 340,000); in the data active means activity change below about -80%; inconclusive means between about -30% and that limit;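 further: parasites exposed to compound for two days anaerobically before the ATP read; on the % scale 0 is the no-effect control and ±100 the full control effect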
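Giardia trophozoites, 100 cells per well, were exposed to compounds for 48 hrs at 37 deg C under anaerobic conditions; viability was then read as ATP content by bioluminescence after 15-30 min at room temperature.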
GALK inhibitor: galactokinase (human) inhibition; Purified GALK, Kinase-Glo residual ATP luminescence; Potency, µM (series often up to 57.5 µM), for inactives: at the top dose activity change, negative = inhibition, usual class: inhibitors; AID 1868; actives 0.007% (n = 270,000); further: potency means the concentration at half of the fitted maximal effect; on the % scale 0 is the no-effect control and ±100 the full control effect
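5 nM enzyme, 35 uM ATP, 100 uM galactose, 20 mM HEPES pH8.0, 5 mM MgCl2; 1 h RT; residual ATP by Kinase-Glo Plus luminescence, qHTS format.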
Tb PFK inh: T. brucei PFK enzyme inhibition | O15648 | T. brucei PFK, ADP-Glo luminescence | Potency, µM (series often up to 57.5 µM), without a hit: top-dose activity, negative = inhibition, most hits filed as inhibitors | actives 0.17% (n = 330,000);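 further: potency means the concentration at half of the fitted maximal effect; 0% = uninhibited 1x PFK enzyme wells and -100% = no-enzyme wells; nearly all actives have a fitted effect of over 60% in size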
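Activity is normalized to no-enzyme wells (full inhibition) and 1.25 nM enzyme wells (no inhibition). Reaction: 0.5 mM F6P, 0.1 mM ATP, 45 min RT, ADP-Glo luminescence; concentration-response curves fitted and classed by quality.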
Starred values were filed as active, the others as inactive; ? = inconclusive; · = not tested or not shown; & = joins results of further samples; [ ] = remark or other dose. Unless noted, the call rests on the fitted dose curve; in most records, active means well fitted curve in the direction sought with a large enough effect; inconclusive means small, poorly fitted or top-dose-only effect, or another doubt; inactive means no such curve, though single readings can be large; an effect the other way counts as inactive or inconclusive. A portion of the library. The share of hits here may be higher or lower than overall.

SMILES | a7 integrin act | BCR signal inh | PKM2 activator | Menin MLL FP TR | TSG101-PTAP inh | S-ASM inh | Coupling enz | B2AR arrestin | Giardia kill | GALK inhibitor | Tb PFK inh
CN(CC(=O)Nc1cccc(F)c1)C(=O)c1ccc(N2CCCC2)c([N+](=O)[O-])c1 | -25.4% | -0.4% | · | · | -5.1% | -4.3% | · | 2.6% | -3.4 | · | -1.7%
O=C(CCCc1c[nH]c2ccccc12)Nc1ccc2ccccc2c1 | -12.8% | ? | -3.3% | ? | -4.6% | -10.5% | -3.0 | 0.2% | -0.5 | 0.7% | -2.6%
Cc1ccc(C)c(S(=O)(=O)NCc2ccc3c(c2)OCO3)c1 | ? | -2.4% | -0.4%[11.5 µM] | 1.1% | 1.9% | 3.3% | 1.2 | 0.5% | -17.8 | 5.9% | -0.1%
O=C(CN1C(=O)C2C3C=CC(C3)C2C1=O)Nc1nc2ccccc2[nH]1 (stereo unspecified) | -20.2% | ? | 4.4% | -1.4% | -3.4% | -1.6% | 2.0 | 0.5% | -17.2 | 1.0% | 1.6%
O=C(O)COc1ccc(/C=N/NC(=O)c2cccc3ccccc23)cc1 | 1.5% | ? | · | 1.6% | -8.0% | -0.8% | 4.3 | -1.1% | 1.1 | 4.7% | -1.1%
COc1cccc(CN2CCN(CC(=O)NCCc3ccccc3)CC2)c1 | -2.2% | -2.0% | -5.3% | -17.9% | -0.8% | -0.8% | 2.1 | -0.1% | -1.0 | 5.0% | -0.6%
CCOC(=O)Cn1nnnc1CN(Cc1ccc(OC)cc1)Cc1cc2cc(C)cc(C)c2[nH]c1=O | -12.2% | 6.4% | 0.6% | 7.9% | -2.3% | -1.8% | 1.1 | -0.8% | -2.6 | -0.1% | 9.8%
O=C(/C=C/c1cccs1)Nc1ccc(S(=O)(=O)Nc2ncccn2)cc1 | 11.8% | -24.6% | -6.7% | · | 1.1% | 3.4% | 0.7 | 0.3% | -6.3 | 6.6% | -3.6%
Cc1csc(NC(=O)CSCC(=O)Nc2ccccc2)n1 | -14.4% | -3.0% | 3.8% | 5.1% | -2.3% | 2.2% | 1.1 | -0.2% | -7.4 | 0.3% | 1.0%
CCC(C)(C)NC(=O)CN(C(=O)C(=O)Nc1ccc2c(c1)OCCO2)C(C)(C)CC | ? | -2.7% | 1.7% | -22.9% | -1.0% | -2.2% | -2.3 | -0.9% | 7.9 | -0.1% | -5.1%
CCNC(=O)CC1C(=O)N(c2ccc(OC)cc2)C(=S)N1CCc1ccncc1 (stereo unspecified) | · | 3.0% | 1.6% | -2.3% | · | · | -1.0 | -0.1% | · | 2.0% | 1.6%
CCN(CC)N=Nc1ccc(S(=O)(=O)Nc2c(C)n(C)n(-c3ccccc3)c2=O)cc1 | -16.5% | -5.3% | 4.3% | -14.9% | -3.3% | -1.4% | 1.4 | 0.0% | 28.6 | -1.0% | 3.4%
CCOc1ccc(S(=O)(=O)NCCC(=O)NCCOc2ccccc2)cc1 | 1.1% | -5.1% | · | · | -7.0% | -0.4% | · | -0.5% | 24.2 | · | 4.8%
COCc1nnc(NC(=O)c2ccc(S(=O)(=O)N(C)c3ccccc3)cc2)o1 | 0.0% | -0.7% | 2.5% | 41.3%[activator] | 1.1% | -0.1% | -0.6 | -0.5% | -17.5 | -2.0% | -0.9%
Cc1ccc(CCNC(=O)C2CC(c3ccccc3C(F)(F)F)=NO2)cc1 (stereo unspecified) | -19.2% | -15.0% | -0.7% | · | -4.6% | 0.7% | -1.2 | 0.4% | 11.7 | 2.3% | -6.4%
COc1ccc([N+](=O)[O-])cc1NC(=O)Cn1ccc(C(F)(F)F)n1 | -0.8% | 6.0% | 9.7% | 7.1% | 0.3% | -4.2% | 0.1 | -0.2% | 4.8 | 1.5% | -2.7%
CCCC[C@@H]1CCCO[C@@](C(=O)NCc2ccc(C)o2)(C(F)(F)F)C1 | -24.4% | · | · | 0.7% | 0.1% | -1.5% | 1.5 | · | 12.2&-17.3 | · | ·
O=C(CSc1nnc(Cn2cnc3ccccc32)o1)c1ccccc1 | -1.6% | 21.1% | 6.7% | -4.0% | -0.3% | -1.6% | -3.7 | -0.4% | -5.1 | 0.6% | -11.2%
Cn1cc(S(=O)(=O)N2CCOCC2)cc1C(=O)NCc1ccc(Cl)cc1 | -6.8% | 4.0% | 3.2% | 10.7% | 0.6% | -0.1% | 1.7 | 4.3% | -9.2 | · | -0.9%
COc1ccc(CC(=O)Oc2ccc(C(C)C)cc2)cc1S(=O)(=O)N1CCOCC1 | 32.5% | -0.9% | · | · | -0.4% | 1.1% | · | 0.2% | 7.8 | · | -9.7%
COc1ccc([N+](=O)[O-])cc1NC(=O)CS(=O)(=O)c1ccc(C)cc1 | -10.1% | 0.4% | -0.8% | -2.2% | -3.7% | -4.9% | -4.0 | -0.8% | 1.6 | -0.7% | -0.2%
Cc1cccc(NC(=O)c2sc3nc4c(c(-c5ccco5)c3c2N)CCC4)c1 | 8.0% | -0.6% | -11.4% | ? | -0.5% | -10.5% | -1.0 | 0.3% | -11.3 | -2.1% | -0.9%
O=c1c(-c2ccnn2-c2ccccc2F)cnc2n1CCS2 | 16.8% | 8.1% | 2.6% | · | -6.1% | 0.8% | 0.0 | -0.1% | 10.6 | -0.6% | 0.5%
C[C@@H]1CN(C(=O)c2ccc(OC3CCN(S(=O)(=O)N(C)C)CC3)cc2)C[C@H](C)O1 | -1.4% | -7.2% | -7.0% | -13.9% | -3.1% | 2.8% | -4.3 | -0.5% | 2.6 | 4.9% | -10.2%
CC(C)CC(=O)NC1(C(F)(F)F)NC(=O)N(c2ccccc2)C1=O (stereo unspecified) | ? | -2.0% | 1.7% | -5.7% | -1.3% | 7.6% | -0.1 | -0.3% | -2.4 | 6.4% | 0.7%
COc1ccc(/C=N/NC(=O)C2CC2)c(OC)c1OC | 13.3% | -3.8% | 4.7% | 0.6% | 0.8% | -0.9% | 1.4 | 0.5% | 17.4 | 2.9% | -1.3%
CCn1c(C(O)c2ccc(C)cc2)nc2ccccc21 (stereo unspecified) | -31.0% | 2.0% | -7.7% | -21.1% | -1.9% | 2.8% | -1.0 | 0.1% | 1.3 | 4.8% | -4.4%
O=C(/C=C/c1ccc(F)cc1)NCc1ccco1 | -0.5% | -14.9% | 12.6% | ? | -2.6% | 1.4% | -8.9 | -0.4% | -2.8 | 1.8% | -21.5%
O=c1[nH]c2c(oc3ccccc32)c(=O)n1Cc1ccccc1 | 13.6% | ? | · | -14.1% | 1.0% | 6.6% | -0.6 | 0.4% | 1.5 | · | ?
COC(=O)c1cc(NC(=O)Cn2c(=O)oc3ccccc32)cc(C(=O)OC)c1 | 22.2% | -1.3% | 0.1% | -8.3% | -0.8% | -3.9% | -3.2 | 0.1% | 9.9 | 12.2% | -5.3%
Cc1cc(CNC(=S)Nc2ccc(S(=O)(=O)Nc3ncccn3)cc2)nn1C | 10.4% | -4.1% | -6.2% | 22.0% | -2.1% | 0.9% | 2.6 | 0.2% | -7.7 | 2.6% | -3.3%
CCOc1ccc2nc(SCC(=O)c3ccc(Cl)s3)sc2c1 | 5.3% | ? | 1.3% | 10.2% | 9.7% | -11.2% | -3.0 | 0.3% | 15.8 | -2.6% | 0.1%
C/C(=N\NC(=O)c1ccc(Cn2cc(Br)cn2)o1)c1ccc(NC(=O)c2ccoc2C)cc1 | -19.2% | 1.0% | -1.8% | 47.0%[activator] | -1.7% | -18.9% | 1.1 | 0.3% | 2.3 | 6.0% | -21.8%
COc1ccc(C(=O)N2N=C(c3cccc(NS(C)(=O)=O)c3)CC2c2cccs2)cc1 (stereo unspecified) | -9.7% | -11.3% | · | ? | 6.2% | -12.1% | 0.3 | 0.1% | 8.2 | · | 6.8%
Cn1nc(-c2ccccc2)c(C(O)c2ccccc2C(F)(F)F)c1Cl (stereo unspecified) | 5.7% | 5.5% | -0.5% | 5.1% | -3.1% | 0.2% | 1.0 | -0.2% | -6.8 | -1.7% | -4.3%
CC/C(=N/O)c1cnnc(SC)n1 | 7.5% | ? | -2.0% | -5.5% | -9.5% | 3.5% | 1.3 | 0.0% | -9.2 | 0.1% | -1.0%
C=CCN1CC(=O)N2Cc3[nH]c4ccccc4c3C[C@H]2C1=O | 8.5% | 5.1% | · | 12.3% | -4.9% | 4.2% | 2.9 | -0.3% | -13.5 | · | -9.2%

Source: PubChem
